High-throughput results: PubChem BioAssay, Sanford-Burnham Center for Chemical Genomics
TAG inh: reduces triacylglycerol accumulation in H9c2 cells; Nile Red lipid (TAG) fluorescence; cells loaded with 200 µM oleic acid; inhibition, % at 12.5 µM; 230,000 tested, 0.66% active; AID 651582;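 active means pattern-corrected inhibition of lipid staining of at least 50% with the nuclear-stain viability signal not falling by more than 50%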;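 further: 0% = DMSO wells and 100% = triacsin C control wells; some results filed as inactive read as strong as hits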
TAG inh DAPI viability: further read-out of TAG inh, marked with its call; DAPI nuclei signal change (viability), lower = more cytotoxic, %;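 whole-well DAPI fluorescence read on a plate reader as a viability signal; minus 50 percent equals half of cells still viable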
Numbers without * were called inactive.

SMILES | TAG inh | TAG inh DAPI viability
COCCNC(=O)c1onc(CSc2ccccc2)c1C(=O)O | 16 | 4
CC(C)OCCCNS(=O)(=O)c1ccc2c(c1)OCCO2 | -20 | -5
Cc1cccc(N(C)C(=O)c2coc(=O)c3ccccc23)c1 | -3 | 8
Cc1ccc(S(=O)(=O)C2(C(=O)Nc3ccc(C(C)C)cc3)CC2)cc1 | -9 | -2
CN(C)C(CNC(=O)CSc1nc2sc3c(c2c(=O)n1C)CCC3)c1ccccc1 (stereo not drawn) | -2 | -2
CSc1ccc(CN(C)C(=O)CN2C(=O)NC3(CCCC3)C2=O)cc1 | -2 | 4
C=CCN1C(=NC(=O)CCC)SC2CS(=O)(=O)CC21 (stereo not drawn) | -7 | 3
Cc1ccc(C)c(S(=O)(=O)NCc2ccc(C(=O)NCc3ccco3)cc2)c1 | 3 | 3
O=C(NC1CCCC1)c1c[nH]c2ccc(F)cc2c1=O | -1 | -6
O=C(COc1ccc(Cl)cc1Br)NC(=O)NC1CCCC1 | -8 | 6
O=[N+]([O-])c1cc(S(=O)(=O)N2CCCCCC2)ccc1F | 12 | -2
O=C(CCN=C1NS(=O)(=O)c2ccccc21)OCc1nnc(-c2ccc([N+](=O)[O-])cc2)o1 | 6 | 1
COc1ccc(Cl)cc1-c1cc(C(=O)Nc2ccc(F)cc2)[nH]n1 | 29 | 22
Cc1ccc(S(=O)(=O)N2CCCC(C)C2)cc1 (stereo not drawn) | -20 | 13
COc1cc(C(=O)O/N=C(\N)c2ccccn2)cc(OC)c1OC | 3 | 7
O=C(C1=C[C@H](c2ccc(Br)cc2)C[C@H](OCc2ccc(CO)cc2)O1)N1CCOCC1 | -9 | -3
Cc1csc(NC(=O)CSc2nnc(-c3ccoc3C)n2C(C)c2ccccc2)n1 (stereo not drawn) | -4 | 7
CC(=O)OC1C=CCC2C(=O)c3cccc(O)c3C(O)C12 (stereo not drawn) | 2 | 9
CCCCc1ccc(S(=O)(=O)NC(=O)C2(C)CCN2C(=O)c2ccccc2)cc1 (stereo not drawn) | 0 | -4
CCOC(=O)N1CCC(NC(=O)c2cc3c(-c4ccc(OC)c(OC)c4)nn(C)c3s2)CC1 | 21 | 5
O=C(Nc1cccc(Cl)c1)c1nc[nH]c1C(=O)Nc1ccccc1F | -8 | 13
C=CCNC(=S)NNC(=O)COc1ccc2cc(Br)ccc2c1 | 21 | -7
CC1CC(=O)C=C(O)C1C(=O)OC(C)(C)C (stereo not drawn) | -10 | 14
CC(=O)Cc1nsc(Nc2ccc(Cl)cc2)n1 | -1 | -1
COc1ccc(NC(C)c2ccccc2)cc1 (stereo not drawn) | -17 | 10
CCc1cc(-c2cnnn2Cc2ccccc2)ccc1-c1cn(CC(C)C)nn1 | -13 | -3
Cc1ccc(C)c(-n2nnnc2SCC(=O)Nc2cccc(-c3nnc4n3CCCCC4)c2)c1 | 14 | -10
CC(C)CCNC(=O)NC(=O)COC(=O)C1=COCCO1 | -1 | -1
O=C(NC(=S)Nc1ccc2c(c1)OCCO2)c1cccc2ccccc12 | -6 | 12
CC(C)Sc1n[nH]c(=O)n1-c1ccccc1 | 9 | -2
CCN(c1ccccc1)S(=O)(=O)c1ccc(NCC2COc3ccccc3O2)nc1 (stereo not drawn) | -37 | 3
Nc1c(C(=O)Nc2ccc(F)cc2)sc(=S)n1-c1ccccc1F | -7 | 0
CCc1noc(C)c1C(=O)N(CC)c1nc2c(C)cccc2s1 | 3 | -1
Cc1onc(-c2ccccc2Cl)c1C(=O)Nc1cccc2nsnc12 | -9 | 12
COc1ccc(/C=C/C(=O)OCC(=O)NC2CCCC2)c(OC)c1 | 6 | 5
Cc1cc(C)n(-c2nc(C)nc(NCc3ccccc3)n2)n1 | -60 | 4
CC(C)c1nc2oc3c(NCc4cccnc4)ncnc3c2c2c1CCC2 | 11 | 16
CCN1CCN(C(=O)C2(NC(=O)Nc3cccc(F)c3)CCCCC2)CC1 | 6 | -3
N/C(=N\OC(=O)c1cccs1)c1cccc([N+](=O)[O-])c1 | 28 | -13
COc1cc2cc(CN(CCCN3CCOCC3)Cc3nnnn3Cc3ccccc3)c(=O)[nH]c2cc1OC | -2 | 23
CC(=O)Nc1cc(NC(=O)C2C3C=CC(C3)C2C(=O)O)ccc1Cl (stereo not drawn) | -1 | -11
COc1ccccc1OCC(=O)Nc1c2c(nn1-c1ccccc1)CS(=O)(=O)C2 | -14 | 11
C=CCNC(=O)COc1cc(C)cc(C)c1C | -11 | -4
O=C(CCl)NNC(=O)c1c(O)c2ccccc2[nH]c1=O | 1 | 0
O=C1C[C@@H]2c3c(cccc3CN1Cc1ccccc1Cl)C[C@@H](O)[C@H]2O | 6 | 4
O=C1c2cccnc2C(Nc2ccc(Cl)cc2)N1Cc1cccs1 (stereo not drawn) | -9 | 7
Cc1ccc(-c2cc(C(=O)O)c3sc(N4CCCCC4)nc3n2)cc1 | 9 | 4
Cc1ccc(S(=O)(=O)Cn2nnnc2C(c2ccccc2)N2CCN(c3ccccc3)CC2)cc1 (stereo not drawn) | 5 | -1
CCc1noc(C)c1C(=O)Nc1ccc(S(=O)(=O)N2CCC(C)CC2)cc1 | -3 | 5
CCC1(OC(=O)CN(C)C)C(=O)OCc2c1cc1n(c2=O)Cc2cc3c(N)cccc3nc2-1 (stereo not drawn) | 16 | -35
CC1(NC(=O)CC(c2ccccc2)(c2ccccc2)c2ccccc2)CCN(Cc2ccc(-c3ccccc3)cc2)C1=O (stereo not drawn) | 35 | -8
CCOC(=O)N1CCN(C(=O)CN(Cc2ccc(Cl)cc2)S(C)(=O)=O)CC1 | 12 | -6
O=C(OCC(=O)N1CCCC1)c1cc2c(cc1[N+](=O)[O-])OCCO2 | -8 | 4
O=C(O)CC(NC(=O)C1c2ccccc2Oc2ccccc21)c1ccc(Cl)cc1 (stereo not drawn) | 5 | 1
CC(=O)c1c(C)[nH]c(C(=O)OCC(=O)Nc2ccc3c(c2)OCCO3)c1C | 1 | -2
Cc1nn(-c2nc(-c3ccco3)cc(C(F)(F)F)n2)c(C)c1Cl | 1 | 3
CC(C)Oc1ccc(C(=O)NC(=S)Nc2ccc(Cl)c(C(=O)O)c2)cc1 | -12 | 3
CC(=O)Nc1ccc(S(=O)(=O)NN=c2sc3ccccc3n2C)cc1N | 7 | 7
COc1ccc(S(=O)(=O)NCCN2CCNC2=O)cc1OC | 1 | -7
Cc1ccc(Nc2nnc(SCC(=O)c3ccc(Br)s3)s2)c(C)c1 | -15 | 3
The list goes on:
SMILES | TAG inh | TAG inh DAPI viability
Cc1nc2c(-c3ccc(Cl)cc3)cnn2c2c1CCC2 | 32 | 12
O=C(NCc1ccc2c(c1)OCO2)c1cccc(Cl)c1 | -23 | 0
O=C(Nc1nc2ccccc2[nH]1)NC1CCCCC1 | -7 | 17
COc1ccc(-c2nc(-c3ccc(Br)o3)no2)cc1 | -5 | 6
O=c1[nH]cnc2scc(-c3ccc(-c4ccccc4)cc3)c12 | -244 | -4
Cc1cc(NC(=O)COC(=O)CNS(=O)(=O)c2c(F)cc(F)cc2Br)no1 | 10 | -4
O=C(NCc1ccco1)Nc1ccc(Br)cc1 | -15 | 0
COc1cc(Cl)c(C)cc1NC(=O)COC(=O)C1=COCCO1 | -3 | 1
O=C(O)C1CCCCC1C(=O)NC(c1ccccc1)c1ccccc1 (stereo not drawn) | 11 | -6
COc1cccc(C(=S)N2CCCC2)c1OC | -10 | -4
O=C(CN1CCCCCC1)Nc1cccc([N+](=O)[O-])c1 | -5 | 12
CC(C)c1nnc(NC(=O)CCS(=O)(=O)c2nc(-c3cccs3)cc(C(F)(F)F)n2)s1 | -2 | -3
O=C(COc1ccccc1F)N1CCCc2ccccc21 | -10 | 3
COc1cccc(CN(C)C(=O)c2ccc(C)c(S(=O)(=O)N3CCCCC3)c2)c1 | -18 | 4
CCOC(=O)C1(Cc2ccccc2)CCCN(Cc2ccc(OCCO)cc2)C1 (stereo not drawn) | -12 | 4
CC(=O)c1cccc(NC(=O)NC(C)C2CCCO2)c1 (stereo not drawn) | 10 | 11
COc1cccc(CN2CCC2(C)C(=O)Nc2ccc(C)c(O)c2)c1F (stereo not drawn) | 6 | -2
Cc1cc(C)[n+]2[nH]c(N)c(N=Nc3ccccc3)c2n1 | 12 | -6
O=C(O)C1CCN(c2ccc(S(=O)(=O)N3CCCCC3)cc2[N+](=O)[O-])CC1 | -1 | -4
CCC1(CC)C(C#N)C(=O)NC(=O)C1C#N (stereo not drawn) | -7 | 5
O=C(CN1CCc2ccccc2C1)Nc1ccc(F)cc1 | -14 | 3
Cc1ccc(NS(=O)(=O)c2ccc(C(=O)Nc3nncs3)cc2)cc1 | 3 | -6
CC(C)C(C(=O)O)N1C(=O)/C(=C/C=C/c2ccco2)SC1=S (stereo not drawn) | 1 | -5
Cn1c(S(=O)(=O)Cc2ccc(Cl)cc2)nc2ccccc21 | -3 | 14
CNC1=C([N+](=O)[O-])CC([N+](=O)[O-])=C(N2CCNCC2)N1C | 9 | -4
Fc1cccc(/C=C2\CCCC3=C2NC(=S)NC3c2cccc(F)c2)c1 (stereo not drawn) | -4 | 1
CC(C)(C)n1cnc2cc(NC(=O)c3ccccc3)ccc21 | 8 | -2
C=CCNc1oc(Cc2cccc3ccccc23)nc1C#N | 6 | -2
O=C(C[C@H]1C[C@@H]2c3cc(NC(=O)c4ccc5c(c4)OCO5)ccc3O[C@@H]2[C@H](CO)O1)NCc1cc(F)ccc1F | 9 | -6
CCCCn1c(N)c(N2CCOCC2)c(=O)n(CC(=O)NC(C)c2ccccc2)c1=O (stereo not drawn) | 4 | 8

Retrieved by structure from the list above, 2 records:
SMILES | TAG inh | TAG inh DAPI viability
CCC1(CC)C(C#N)C(=O)NC(=O)C1C#N (stereo not drawn) | -7 | 5
CC(C)(C)n1cnc2cc(NC(=O)c3ccccc3)ccc21 | 8 | -2

New compounds follow:
SMILES | TAG inh | TAG inh DAPI viability
Brc1ccc(Oc2nnnn2-c2ccccc2)cc1 | -10 | -4
O=C(Nc1ccc(-c2cn3c(n2)SCC3)cc1)c1ccc2c(c1)OCO2 | 30 | -4
CN(C)c1ccc(CNC(=O)C2(C)Cc3c(-c4ccccc4)ccnc3O2)cc1 (stereo not drawn) | 0 | 9
Cn1ccc(-c2cc(C(=O)O)c3ccccc3n2)n1 | -1 | 1
Cc1cc2nnc(SC3CCOC3=O)n2c2ccccc12 (stereo not drawn) | -6 | -3
COc1cc(/C=N/NC(=O)c2cc(-c3ccccc3Cl)nc3ccccc23)cc(OC)c1O | 7 | -5
CCCCNC(=O)C1(C)CCCCN1C(=O)c1csnn1 (stereo not drawn) | 13 | -1
Cc1ccc(-n2c([S-])c(C(=O)NC(C)c3ccccc3)[n+]3ccccc23)cc1 (stereo not drawn) | -1 | -7
CN(C)C(=O)c1ccc(N=Nc2c(O)c3ccccc3[nH]c2=O)cc1 | 4 | -2
CC(C)(C)c1csc(NC(=O)C2COc3ccccc3O2)n1 (stereo not drawn) | 17 | 1
NC(=O)C1CCN(C(=O)CC2C(=O)NCCN2Cc2cccc(Oc3ccccc3)c2)CC1 (stereo not drawn) | 0 | 5
CC1CCC(CN2CCN=C2Nc2ccccc2)CC1 (stereo not drawn) | -3 | 6
CSc1cccc(NC(=O)CSc2ccc(C)cc2)c1 | -30 | 7
CC12CCC(=O)N1C(C(=O)Nc1ccccc1N1CCCC1)CS2 (stereo not drawn) | -14 | -4
COc1ccc(C(CNC(=O)c2cccc(S(=O)(=O)NCc3ccccc3)c2)N2CCOCC2)cc1 (stereo not drawn) | 8 | -2

Arranged by count of non-hydrogen atoms (highest first): some entries from above.
SMILES | TAG inh | TAG inh DAPI viability
O=C(C[C@H]1C[C@@H]2c3cc(NC(=O)c4ccc5c(c4)OCO5)ccc3O[C@@H]2[C@H](CO)O1)NCc1cc(F)ccc1F | 9 | -6
COc1ccc(C(CNC(=O)c2cccc(S(=O)(=O)NCc3ccccc3)c2)N2CCOCC2)cc1 (stereo not drawn) | 8 | -2
NC(=O)C1CCN(C(=O)CC2C(=O)NCCN2Cc2cccc(Oc3ccccc3)c2)CC1 (stereo not drawn) | 0 | 5
CCCCn1c(N)c(N2CCOCC2)c(=O)n(CC(=O)NC(C)c2ccccc2)c1=O (stereo not drawn) | 4 | 8
CN(C)c1ccc(CNC(=O)C2(C)Cc3c(-c4ccccc4)ccnc3O2)cc1 (stereo not drawn) | 0 | 9
Cc1ccc(-n2c([S-])c(C(=O)NC(C)c3ccccc3)[n+]3ccccc23)cc1 (stereo not drawn) | -1 | -7
O=C(Nc1ccc(-c2cn3c(n2)SCC3)cc1)c1ccc2c(c1)OCO2 | 30 | -4
CN(C)C(=O)c1ccc(N=Nc2c(O)c3ccccc3[nH]c2=O)cc1 | 4 | -2
CC12CCC(=O)N1C(C(=O)Nc1ccccc1N1CCCC1)CS2 (stereo not drawn) | -14 | -4
CC(C)(C)n1cnc2cc(NC(=O)c3ccccc3)ccc21 | 8 | -2
Cc1cc2nnc(SC3CCOC3=O)n2c2ccccc12 (stereo not drawn) | -6 | -3
CC1CCC(CN2CCN=C2Nc2ccccc2)CC1 (stereo not drawn) | -3 | 6
Brc1ccc(Oc2nnnn2-c2ccccc2)cc1 | -10 | -4

The list goes on.
SMILES | TAG inh | TAG inh DAPI viability
CC(C)SCc1nc2ccccc2[nH]1 | -2 | 19
O=C(Cn1cnc2ccccc2c1=O)N1CCN(Cc2ccc3c(c2)OCO3)CC1 | 3 | -5
CSc1ccc(NC(=O)C2(C)CCN2C(=O)c2ccccc2CCc2ccccc2)cc1 (stereo not drawn) | 17 | -1
O[C@H]1C[C@H](c2ccccc2)N(Cc2cccs2)C[C@@H]1n1cc(-c2ccc(F)cc2)nn1 | -7 | 4
CC(=O)N1CCN(S(=O)(=O)c2cccc(C(=O)N(C)Cc3ccc(C)o3)c2)CC1 | -8 | 5
COc1cccc(C(=O)NCCS(=O)(=O)NCCc2ccccc2)c1 | -7 | 0

Only part of the results is shown; rates above refer to the full screens.
